Autophagy HCS = modulators of autophagy; MEF GFP-LC3 puncta imaging; test concentration mostly 10 µM; calls only at 10 µM (by protocol); 190,000 tested, 0.98% active;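 active means percentage of spot-positive cells more than 3 SD above its plate mean, without a fluorescence outlier flag or 80% toxicity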;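 further: spot-positive cell cutoff set from DMSO-treated cells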
T cell HTS = modulates CD8 T cell binding to vesicles. calls only at 7 µM. 330,000 tested, 0.068% active. 2C CD8+ T cell-vesicle binding, flow cytometry; active compounds read low;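 active means response, share of CD8 T cells binding vesicles, and their 90th percentile fluorescence all below set limits, cut at about 80% in these data, passing the limit was not always enough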
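System: murine 2C transgenic CD8+ T lymphocytes; also added: QL9-loaded Drosophila micro-vesicles; times: binding 1.5 h at 37 °C; measured by: flow cytometry, PE anti-B7-1 (FL2) versus Alexa647 anti-CD8 (FL8), PFA-fixed; control set: Peptide-free naked vesicles (low) and QL9 vesicles with 0.7% DMSO vehicle (high)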
ER stress rescue = protection against thapsigargin-triggered cell killing – 384-well, CSM14.1, ATP luminescence, primary screen (AID 1222); 190,000 tested, under 10 active; CSM14.1 thapsigargin-induced death rescue, ATP luminescence; higher % means a stronger effect; cellular ATP content (survival), % at 20 µM, or EC50 in µM where a hit was titrated;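 active means EC50 below 50 µM in the dose-response confirmation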;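 further: death triggered by thapsigargin at about 15 µM added after 2 h compound pretreatment; cell ATP read after overnight thapsigargin exposure of roughly 18 to 22 hours; normalized against plate controls of thapsigargin alone and 5% DMSO vehicle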
Salmonella PhoP GFP = PhoP-dependent GFP reporter repression – Salmonella Typhimurium, primary screen (AID 1863). S. Typhimurium PhoP-regulated promoter GFP reporter, 4 h; higher % means a stronger effect. inhibition, % at 50 µM; hits with a dose series show IC50 in µM. 300,000 tested, 0.16% active;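 active means inhibition over 29.93%, a cutoff 3 SD above the screen mean, later confirmed by dose response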;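 further: 0% = low Mg2+ inducing control and 100% = high Mg2+ repressing control; strong numbers were not always called active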
MT stabilizer = stabilizes microtubules in HeLa cells. HeLa tubulin immunostaining HCS, 24 h; share of cells brighter than vehicle mean+2SD. % tubulin-high responders, % at 10 µM. 200,000 tested, 0.83% active;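 active means plate Z-score above 3 for both tubulin-high and condensed-nucleus cell shares, with cell loss under 80%, at 10 µM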;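 further: anti alpha tubulin signal scored within the nucleus-defined area of each cell; some results filed as inactive read as strong as hits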
Ins promoter up = MIN6 insulin promoter up-regulation; z-score at 5 µM; MIN6 insulin promoter-GFP reporter, high-content imaging; active compounds read high; AID 1625; 190,000 tested, 0.3% active;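 active means z-score above 3 at 5 µM with at least 500 cells counted in the well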
b-catenin transl = beta-catenin nuclear translocation modulation | HeLa beta-catenin nuclear translocation, immunofluorescence imaging | nuclear translocation activity, % at 5 µM | 190,000 tested, 0.3% active;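 active means nuclear translocation activity above 50% at 5 µM, with a well cell count of 50 or more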;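 further: per-cell ratio of nuclear to cytoplasmic median beta-catenin stain intensity; plate controls were DMSO negative control for no effect and GSK-3 inhibitor IX positive control for full effect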
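Test system: human HeLa cell line; Doses: 5 µM primary, 0.02–20 µM confirmation; Incubation: 24 h compound exposure, 37°C; Detection: beta-catenin immunofluorescence imaging with DAPI; Read-out: beta-catenin nuclear/cytoplasmic ratio, % activation.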
Lipid droplet = modulators of hepatic lipid droplet formation | 240,000 tested, 0.4% active | inhibition, % at 6.5 µM | AML12 mouse hepatocytes, oleate lipid droplets, BODIPY imaging;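 active means lipid droplet intensity inhibited by at least 50%, with more than 500 cells counted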
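Test system: AML12 hepatocytes (mouse); reagent: oleate loading, 100 µM; dosing: one dose, 6.5 µM compound; incubation: overnight exposure; signal: fluorescence imaging, 20x objective, two fields per well; read-out basis: % inhibition of corrected integrated BODIPY droplet signal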
Dynein transport = dynein cargo transport inhibition. 3617.4 mouse cells, GR-EGFP nuclear translocation imaging; test concentration mostly 20 µM; stimulated with dexamethasone, 1 µM; active compounds read low. z-score, hits read low. 220,000 tested, 0.47% active. AID 1381;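 active means plate z-score of nuclear minus cytoplasmic receptor signal below a set negative limit, without overly bright fluorescence or cell loss, cut at about -3.5 in these data, passing the limit was not always enough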;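 further: z-score of nuclear minus cytoplasmic ring GR-EGFP intensity difference per well; some compounds called inactive have numbers as strong as hits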
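Buffer or medium: tet-free, stripped-serum medium; Also added: dexamethasone, 1.0 µM final; Technique: high-content fluorescence imaging after fixation; Times: 48 h induction, 1 h compound, 30 min dex at 37 °C; Read-out: per-cell GR-EGFP intensity, nucleus versus surrounding cytoplasmic ring, well-averaged.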
Dynein transport cytoplasmic EGFP = also measured in Dynein transport; calls as there; z-score; measured here: cytoplasmic GR-EGFP intensity; active compounds read high
Dynein transport nuclear GR-EGFP = recorded beside Dynein transport, whose call it bears; z-score; measured here: nuclear GR-EGFP intensity;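 lower value marks the stronger effect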
Dynein transport cell count = second read-out of Dynein transport, no call of its own (marks repeat the call); z-score; measured here: cell count per field
Ins promoter up cell count = also measured in Ins promoter up; calls as there; cell count; measured here: cytotoxicity, nuclei count;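 total cells summed across four imaged fields per well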
Lipid droplet cells 6.5 µM = further read-out of Lipid droplet, marked with its call; cell count; measured here: cell count, cytotoxicity flag;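 cells counted across two imaged fields per well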
b-catenin transl cell count 5 µM = also measured in b-catenin transl; calls as there; cell count; measured here: cell count, cytotoxicity flag
T cell HTS vesicle-bound % = also measured in T cell HTS; calls as there; double positive events, %; measured here: CD8+ vesicle-bound cell fraction;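 binding gate set so that unloaded-vesicle control wells show 10% double positive cells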
MT stabilizer Hoechst-high % = also measured in MT stabilizer; calls as there; % Hoechst-high responders; measured here: nuclear condensation Hoechst responders;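 share of cells brighter than vehicle mean plus two SD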
MT stabilizer cytotoxicity % = also measured in MT stabilizer; calls as there; toxicity, %; measured here: cytotoxicity by cell density;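 0% = mean cell density of plate MIN control wells and 100% = no cells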
Autophagy HCS cell loss 18 h = recorded beside Autophagy HCS, whose call it bears; toxicity, %; measured here: cell loss, nuclei count;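 cell loss after 18 h compound exposure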
An asterisk follows results filed as active; & = joins results of further samples. No enrichment for hits; 3% or so of the library scored in one or more.

Results for C=CCC(C(=O)OC)(C(=O)OC)c1ccc([N+](=O)[O-])cc1[N+](=O)[O-] ?
Autophagy HCS: inactive; T cell HTS: inactive; ER stress rescue: 0.0%; Salmonella PhoP GFP: 1.9%; MT stabilizer: 3.0; Ins promoter up: 0.24; b-catenin transl: -1.7; Lipid droplet: 6.6; Dynein transport: -0.713; Dynein transport cytoplasmic EGFP: -0.205; Dynein transport nuclear GR-EGFP: 0.18; Dynein transport cell count: 0.406; Ins promoter up cell count: 1471; Lipid droplet cells 6.5 µM: 697; b-catenin transl cell count 5 µM: 981; T cell HTS vesicle-bound %: 48.1; MT stabilizer Hoechst-high %: 2.4; MT stabilizer cytotoxicity %: 4.1; Autophagy HCS cell loss 18 h: 12.2

What do the screens show for `Cc1ccc(Cl)c(OCC(=O)OCC(=O)NC2CCCc3ccccc32)c1` (stereo unspecified)?
Autophagy HCS: inactive; T cell HTS: inactive; ER stress rescue: 0.1%; Salmonella PhoP GFP: -1.6%; MT stabilizer: 4.6; Ins promoter up: 0.71; b-catenin transl: 0.3; Lipid droplet: -3.0; Dynein transport: -0.0842; Dynein transport cytoplasmic EGFP: -0.211; Dynein transport nuclear GR-EGFP: -0.16; Dynein transport cell count: -0.0992; Ins promoter up cell count: 1521; Lipid droplet cells 6.5 µM: 620; b-catenin transl cell count 5 µM: 1066; T cell HTS vesicle-bound %: 30.5; MT stabilizer Hoechst-high %: 1.8; MT stabilizer cytotoxicity %: 4.6; Autophagy HCS cell loss 18 h: 4.4

How did CCOC(=O)c1cn(Cc2c(C)c(C)c(C)c(C)c2C)nn1 do in these assays?
Autophagy HCS: inactive; T cell HTS: inactive; ER stress rescue: -1.4%; Salmonella PhoP GFP: 0.8%; MT stabilizer: 3.0; Ins promoter up: 0.29; b-catenin transl: -0.8; Lipid droplet: -50.7; Dynein transport: -0.24; Dynein transport cytoplasmic EGFP: -0.285; Dynein transport nuclear GR-EGFP: -0.287; Dynein transport cell count: -0.0618; Ins promoter up cell count: 1182; Lipid droplet cells 6.5 µM: 738; b-catenin transl cell count 5 µM: 533; T cell HTS vesicle-bound %: 54.4; MT stabilizer Hoechst-high %: 3.2; MT stabilizer cytotoxicity %: 7.7; Autophagy HCS cell loss 18 h: -4.1

Results for COc1ccc(C)cc1NC(=O)c1nn(C)cc1Br ?
T cell HTS: inactive; Salmonella PhoP GFP: -5.9%; Ins promoter up: -0.64; b-catenin transl: -0.3; Lipid droplet: 0.3; Dynein transport: -1.19; Dynein transport cytoplasmic EGFP: -0.196; Dynein transport nuclear GR-EGFP: -0.581; Dynein transport cell count: 1.7; Ins promoter up cell count: 1045; Lipid droplet cells 6.5 µM: 664; b-catenin transl cell count 5 µM: 1266; T cell HTS vesicle-bound %: 49.8

What do the screens show for `COc1ccc(C(=O)Cc2cc(OC)c(OC)cc2[N+](=O)[O-])c(OC)c1`?
Autophagy HCS: inactive; T cell HTS: inactive; ER stress rescue: 0.4%; Salmonella PhoP GFP: -7.9%; MT stabilizer: 2.1; Ins promoter up: 0.44; b-catenin transl: -2.7; Dynein transport: -0.535; Dynein transport cytoplasmic EGFP: 0.302; Dynein transport nuclear GR-EGFP: 0.346; Dynein transport cell count: 0.514; Ins promoter up cell count: 1584; b-catenin transl cell count 5 µM: 1425; T cell HTS vesicle-bound %: 11.6; MT stabilizer Hoechst-high %: 2.1; MT stabilizer cytotoxicity %: 3.4; Autophagy HCS cell loss 18 h: 18.6

How did Nc1cccc(-c2cc3ccccc3oc2=O)c1 do in these assays?
Autophagy HCS: inactive; T cell HTS: inactive; ER stress rescue: -0.3%; Salmonella PhoP GFP: 7.2%; MT stabilizer: 5.8; Ins promoter up: 0.3; b-catenin transl: -1.0; Lipid droplet: -3.1; Dynein transport: -0.51; Dynein transport cytoplasmic EGFP: -0.355; Dynein transport nuclear GR-EGFP: -0.294; Dynein transport cell count: 0.278; Ins promoter up cell count: 1487; Lipid droplet cells 6.5 µM: 748; b-catenin transl cell count 5 µM: 1547; T cell HTS vesicle-bound %: 56.1; MT stabilizer Hoechst-high %: 3.0; MT stabilizer cytotoxicity %: 5.5; Autophagy HCS cell loss 18 h: 4.5

What do the screens show for `COCc1c(Br)c(C)nc(OCC(=O)O)c1C#N`?
Autophagy HCS: inactive; T cell HTS: inactive; Salmonella PhoP GFP: -8.9%; MT stabilizer: 3.0; Ins promoter up: 0.43; b-catenin transl: 0.7; Lipid droplet: 4.7; Dynein transport: -0.762; Dynein transport cytoplasmic EGFP: -0.27; Dynein transport nuclear GR-EGFP: -0.941; Dynein transport cell count: 0.0405; Ins promoter up cell count: 1132; Lipid droplet cells 6.5 µM: 719; b-catenin transl cell count 5 µM: 938; T cell HTS vesicle-bound %: 38.4; MT stabilizer Hoechst-high %: 1.6; MT stabilizer cytotoxicity %: 1.5; Autophagy HCS cell loss 18 h: -2.9

Results for OC(COc1cccc2ccccc12)CN1CCN(c2ccc(Cl)cc2)CC1 (stereo unspecified) ?
T cell HTS: inactive; Salmonella PhoP GFP: -8.5%&1.4%; Ins promoter up: 0.46; b-catenin transl: 0.6; Lipid droplet: 45.8&-16.5; Dynein transport: 1.47; Dynein transport cytoplasmic EGFP: -0.097; Dynein transport nuclear GR-EGFP: 1.63; Dynein transport cell count: -1.93; Ins promoter up cell count: 997; Lipid droplet cells 6.5 µM: 661&820; b-catenin transl cell count 5 µM: 1338; T cell HTS vesicle-bound %: 8.4

Results for CCC1CCCCN1C(=O)CSc1nnc(-c2cccs2)o1 (stereo unspecified) ?
Autophagy HCS: inactive; T cell HTS: inactive; ER stress rescue: 0.1%; Salmonella PhoP GFP: -16.4%; MT stabilizer: 4.6; b-catenin transl: -5.3; Dynein transport: -0.604; Dynein transport cytoplasmic EGFP: -0.26; Dynein transport nuclear GR-EGFP: -0.306; Dynein transport cell count: 0.547; b-catenin transl cell count 5 µM: 900; T cell HTS vesicle-bound %: 53.8; MT stabilizer Hoechst-high %: 2.7; MT stabilizer cytotoxicity %: 5.9; Autophagy HCS cell loss 18 h: 25.8

What do the screens show for `Cc1cc(Cl)c(S(=O)(=O)N2CCN(c3ccc(F)cc3)CC2)cc1OCC(N)=O`?
Autophagy HCS: inactive; T cell HTS: inactive; ER stress rescue: 0.3%; Salmonella PhoP GFP: 5.5%; MT stabilizer: 4.5; Ins promoter up: 1.41; b-catenin transl: 1.5; Dynein transport: -0.315; Dynein transport cytoplasmic EGFP: -0.28; Dynein transport nuclear GR-EGFP: -0.302; Dynein transport cell count: 0.528; Ins promoter up cell count: 1485; b-catenin transl cell count 5 µM: 562; T cell HTS vesicle-bound %: 40.4; MT stabilizer Hoechst-high %: 2.2; MT stabilizer cytotoxicity %: 3.1; Autophagy HCS cell loss 18 h: -4.7

How did COc1ccc(C)cc1S(=O)(=O)N(C)CC(=O)NC1CCCCC1 do in these assays?
Autophagy HCS: inactive; T cell HTS: inactive; ER stress rescue: -2.8%; Salmonella PhoP GFP: -6.8%; MT stabilizer: 3.2; Ins promoter up: 0.05; Lipid droplet: 7.0; Dynein transport: 2.55; Dynein transport cytoplasmic EGFP: -0.141; Dynein transport nuclear GR-EGFP: 1.11; Dynein transport cell count: -0.738; Ins promoter up cell count: 1347; Lipid droplet cells 6.5 µM: 812; T cell HTS vesicle-bound %: 11.7; MT stabilizer Hoechst-high %: 1.8; MT stabilizer cytotoxicity %: 5.6; Autophagy HCS cell loss 18 h: 33.0

What do the screens show for `CCC(C)NC(=O)CSc1ncccc1C(=O)O` (stereo unspecified)?
Autophagy HCS: inactive; T cell HTS: inactive; ER stress rescue: -0.2%; Salmonella PhoP GFP: -0.9%; MT stabilizer: 2.0; Ins promoter up: -0.79; b-catenin transl: -3.7; Lipid droplet: -3.2; Dynein transport: -0.607; Dynein transport cytoplasmic EGFP: 0.112; Dynein transport nuclear GR-EGFP: -0.336; Dynein transport cell count: 0.799; Ins promoter up cell count: 784; Lipid droplet cells 6.5 µM: 802; b-catenin transl cell count 5 µM: 1136; T cell HTS vesicle-bound %: 62.6; MT stabilizer Hoechst-high %: 1.6; MT stabilizer cytotoxicity %: 9.8; Autophagy HCS cell loss 18 h: -3.4
